# HT1080 IDH1KD tx: qHTS for induction of synthetic lethality in tumor cells producing 2HG: qHTS for the HT-1080-IDH1KD cell line | HT-1080 IDH1 knockdown viability, ATP luminescence, 48 h | Potency, µM (titrated, usually from 46.1 µM), for inactives: at the highest dose activity, negative = toxicity, hits mostly cytotoxic | hit rate 2% among 360,000;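 further: 0% = DMSO wells and -100% = cell-free medium wells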
#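 In this qHTS, HT-1080 cells depleted of IDH1 are exposed for 48 h at 37 °C to compound titrations. Toxicity is scored from CellTiter-Glo luminescence, with DMSO as full viability and medium alone as none.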
# GLP1R inv ag: qHTS of GLP-1 Receptor Inverse Agonists (Inhibition Mode). Glucagon-like peptide 1 receptor (Homo sapiens), P43220. HEK293 GLP-1R CRE-luciferase, luminescence, 24 h; GLP-1R form is constitutively active. Potency, µM (doses to about 38.3 µM), inactives show at the highest dose activity change, negative = inhibition, actives largely listed as inhibitors. hit rate 1.6% among 410,000. AID 624417, 2012; further: on the % scale 0 is the no-effect control and ±100 the full control effect; nearly all actives have a fitted effect of over 55% in size
# Target sequence (P43220 whole entry, looked up): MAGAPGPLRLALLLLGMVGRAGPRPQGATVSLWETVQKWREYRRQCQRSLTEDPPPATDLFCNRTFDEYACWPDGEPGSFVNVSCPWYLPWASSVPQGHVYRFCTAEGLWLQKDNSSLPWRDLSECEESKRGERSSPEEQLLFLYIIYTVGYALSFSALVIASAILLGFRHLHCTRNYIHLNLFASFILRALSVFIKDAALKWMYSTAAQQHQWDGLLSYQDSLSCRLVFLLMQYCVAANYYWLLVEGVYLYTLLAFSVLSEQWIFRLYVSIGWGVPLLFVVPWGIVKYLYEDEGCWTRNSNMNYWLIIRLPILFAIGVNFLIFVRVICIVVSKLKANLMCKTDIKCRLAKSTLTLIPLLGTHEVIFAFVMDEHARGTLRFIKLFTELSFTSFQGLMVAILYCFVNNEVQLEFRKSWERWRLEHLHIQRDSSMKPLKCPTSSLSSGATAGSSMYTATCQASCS
#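 HEK293 cells stably co-expressing a cAMP-responsive luciferase reporter and constitutively active GLP-1R were seeded, incubated 12 h, then exposed to compounds for 24 h at 37 C. Luminescence was read 12 min after detection reagent; inverse agonists lower signal.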
# SW480 rereplic: A quantitative high throughput screen for small molecules that induce DNA re-replication in SW480 colon adenocarcinoma cells | SW480 DNA re-replication, Hoechst DNA content imaging, 48 h | Potency, µM (series often up to 46.1 µM), for inactives: top-dose re-replication activation, most hits filed as activators | hit rate 1.8% among 340,000 | AID 624297, 2012; further: % of control where 0% means no effect; nearly all actives have a fitted effect of over 55% in size
#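 Readout is total intensity of Hoechst-stained nuclei, excited at 405 nm and collected at 500-530 nm. Compound treatment lasted 48 hr at 37 C in 5% CO2 before staining.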
# GLP1R ag: qHTS of GLP-1 Receptor Agonists | Potency, µM (series often up to 45.6 µM), inactives show at the highest dose activation, usual class: activators | Glucagon-like peptide 1 receptor (Homo sapiens), P43220 | AID 624172, 2012 | HEK293 GLP-1R CRE-luciferase, luminescence, 4-6 h; cells express a hypersensitive GLP-1R form | hit rate 0.007% among 380,000; further: % of control where 0% means no effect
# TDP43 rescue: qHTS of TDP-43 Inhibitors. Potency, µM (series often up to 46.1 µM), for inactives: at the top dose growth rescue (activation), hits mostly activators. TDP-43 expressing yeast growth rescue, BacTiter-Glo, 24 h. hit rate 1.8% among 410,000; further: % of control where 0% means no effect; nearly all actives have a fitted effect of over 50% in size
#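 Galactose-induced TDP-43 yeast, OD600=0.02, compound pinned; 24 hr, 30 deg C; BacTiter-Glo luminescence for growth. Inhibitors of TDP-43 toxicity read as activators.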
# HT1080NT lethal: qHTS for induction of synthetic lethality in tumor cells producing 2HG: qHTS for the HT-1080-NT fibrosarcoma cell line | Potency, µM (top dose mostly 46.1 µM), without a hit: at the highest dose activity, negative = less viability, most hits filed as cytotoxic | hit rate 1.6% among 360,000 | HT-1080-NT fibrosarcoma viability, CellTiter-Glo ATP luminescence, 48 h;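 further: NT is the 2HG producing partner of a matched IDH1 knockdown line; 0% = DMSO-treated cells and -100% = media-only wells without cells; nearly all actives have a fitted effect of over 55% in size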
#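 Fibrosarcoma NT cells, 750 per well in 5% FBS RPMI, were exposed to compound for 48 hours. Viability: CellTiter-Glo luminescence.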
# HEK293 tox: qHTS of GLP-1 Receptor Inverse Agonists: Cytotox Screen | HEK293 cAMP-luciferase reporter cells, luminescence, 24 h | Potency, µM (titrated, usually from 38.3 µM), inactives show at the top dose activity change, negative = inhibition, actives largely listed as inhibitors | hit rate 0.13% among 410,000 | AID 624418, 2012;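 further: loss of luciferase light is scored as toxicity; on the % scale 0 is the no-effect control and ±100 the full control effect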
#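 Cells in DMEM/10% Nu serum/1% pen-strep, 1536-well format. Pre-incubated 12 h, dosed with 23 nL compound, incubated a further 24 h. Luciferase detection, 12 min at room temp, luminescence.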
# KB-3-1 tox: qHTS assay for MDR1-selective chemotherapeutics: Primary screen using the parental adenocarcinoma cell KB-3-1; Potency, µM (highest dose often 46.1 µM), for inactives: top-dose activity change, negative = cytotoxic, usual class: cytotoxic; hit rate 1.4% among 400,000; KB-3-1 viability, CellTiter-Glo ATP luminescence, 72 h; further: on the % scale 0 is the no-effect control and ±100 the full control effect; nearly all actives have a fitted effect of over 60% in size
#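 Viability of parental KB-3-1 cells, measured by CellTiter-Glo luminescence, followed a 72 h incubation at 37 °C with pinned compounds in phenol-red-free DMEM containing 10% FBS.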
# KB-V1 MDR tox: qHTS assay for MDR1-selective chemotherapeutics: Primary screen using the drug-selected MDR subline cells KB-V1 | hit rate 3.4% among 400,000 | KB-V1 MDR cells viability, CellTiter-Glo, 72 h | Potency, µM (series often up to 46.1 µM), for inactives: at the top dose activity change, negative = cytotoxicity, usual class: cytotoxic; further: on the % scale 0 is the no-effect control and ±100 the full control effect; nearly all actives have a fitted effect of over 60% in size
#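 KB-V1 cells (P-gp-expressing MDR subline of KB-3-1) in phenol-red-free DMEM with 10% FBS were exposed to library compounds over a concentration series for 72 h at 37 degrees C. Viability read by CellTiter-Glo luminescence; concentration-effect curves fitted after normalization.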
# * = called active by the depositor; ? = inconclusive; / = not tested or not shown; [ ] = another dose, or the depositor's remark. The call rests on the fitted dose curve; in most records, active means well fitted curve in the direction sought with a large enough effect; inconclusive means small, poorly fitted or top-dose-only effect, or another doubt; inactive means no such curve, though single readings can be large; an effect the other way counts as inactive or inconclusive. Potency means the concentration at half of the fitted maximal effect. Hits appear at their usual frequency. Share with any hit: about 9.4%.
no.	Molecule	HT1080 IDH1KD tx	GLP1R inv ag	SW480 rereplic	GLP1R ag	TDP43 rescue
1	Cc1ccc(S(=O)(=O)N(Cc2ccccc2)c2ccccc2C(=O)NCc2ccco2)cc1	3%[9.24 µM]	-2%	3%	2%	0%
2	Cc1[nH]c2ccc(F)cc2c(=O)c1SC(F)(F)C(F)C(F)(F)F (stereo not given)	?	?	14%	-5%	5%
3	C#CCOCCOCCOCCNc1nc(N2CCOCC2)nc(N2CCN(C(=O)[C@H]([C@@H](C)CC)n3cc([C@@H](N)CC(C)C)nn3)CC2)n1	0%	7%	?	2%	-12%
4	Cc1ccc(-n2c3c(cc(C(=O)N4CCN(C)CC4)c2=O)C(=O)CC(C)(C)C3)cc1	6%	8%	-9%	-7%	21%
5	CCOc1ccc(N2CC(C)Cn3c2nc2c3c(=O)n(CC(=O)O)c(=O)n2C)cc1 (stereo not given)	/	12%	/	-1%	4%
6	CC(C(=O)OCC(=O)c1c(N)n(C)c(=O)n(C)c1=O)N1C(=O)c2ccccc2C1=O (stereo not given)	16%	11%	1%	-2%	-17%
7	Cc1cc(C(=O)CSc2nnc(N)s2)c(C)n1C1CC1	-5%	38%[activator]	-69%[inhibitor]	5%	-2%
8	Cc1ccccc1Nc1c(-c2ccc(N3CCOCC3)cc2)nc2ccc(Br)cn12	/	?	/	/	?
9	CNC(=S)N(Cc1ccc2c(c1)OCO2)C1CC(=O)N(c2ccccc2)C1=O (stereo not given)	0%	?	21%	7%	13%
10	CCN(CC)CCN1C(=O)C(O)=C(C(=O)c2cc3cccc(OC)c3o2)C1c1cccs1 (stereo not given)	12%	8%	-5%	4%	-3%
11	COc1ccc(N(Cc2ccccc2)S(=O)(=O)c2cccc(C(=O)NC3=NCCS3)c2)cc1	-17%	10µM*	15%	-3%	9%
12	COCCOC1CCN(C(=O)C2CCC(=O)N(CCc3ccc(OC)cc3)C2)CC1 (stereo not given)	5%	17%	?	-6%	-6%
13	CCCc1cc2c(=O)c(-c3ccc4c(c3)OCCO4)c(C)oc2cc1OS(C)(=O)=O	?	-16%	2%	1%	-15%
14	Cc1cc(C)nc(N2CCCC(C(=O)Nc3cccc(Cl)c3)C2)n1 (stereo not given)	2%	-17%	6%	7%	-7%
15	COc1ccc(C(C)=O)c2c(O)cccc12	-8%	58%[activator]	15%	22%	11%

no.	HT1080NT lethal	HEK293 tox	KB-3-1 tox	KB-V1 MDR tox
1	11µM*	-15%	-21%	-13%
2	-28%	-30%	-13%	-11%
3	-7%	12%	-7%	-3%
4	6%	9%	2%	-9%
5	/	1%	9%	?
6	7%	-2%	15%	14%
7	8%	-13%	3%	1%
8	/	0%	-5%	1%
9	-10%	1%	17%	2%
10	17%	-14%	-2%	14%
11	-19%	-28%	1%	?
12	0%	2%	16%	14%
13	?	-17%	-6%	-1%
14	0%	-2%	8%	-24%
15	-3%	46%	-1%	3%

# New compounds follow
no.	Molecule	HT1080 IDH1KD tx	GLP1R inv ag	SW480 rereplic	GLP1R ag	TDP43 rescue
16	COc1nc(NCc2ccco2)nc(NC2CCCCC2)n1	-9%	?	4%	27%	?
17	CCN(CC)C(=O)Oc1ccc(Br)cc1C(=O)Nc1ccc(F)cc1F	-1%	?	2%	5%	17%
18	Clc1cc2nc3ccccn3c2cc1Cl	-2%[9.24 µM]	27%	-6%	-2%	0%
19	NC(=O)c1ccc(NC(=O)COC(=O)c2ccc(Br)o2)cc1	-2%	7%	-10%	-2%	3%
20	CN(C)S(=O)(=O)Oc1ccsc1C(=O)Nc1ccc(Cl)cc1	-11%	?	11%	4%	14µM*
21	O=C(CSc1cn(Cc2cccc(F)c2)c2ccccc12)NCc1ccc(F)cc1	?	-30%	-6%	23%	15%
22	Cc1cccc(C(=O)NCCN(C)C)c1	11%	0%	3%	-2%	-3%
23	C=CC[C@H](CC(=O)N(CCO)Cc1ccccc1)C(=O)NC[C@H](OC(=O)[C@@H](CC=C)Cc1ccc(F)cc1)c1ccccc1	?	?	11%	-17%	-1%
24	O=C(Cc1ccc(F)cc1)Nc1nnc2n1CCS2	/	-6%	/	-7%	17%
25	O=C(NCC1CC1)c1ccccc1Cl	0%	8%	-12%	4%	13%
26	CCn1c(=O)c(C(=O)NNS(=O)(=O)c2ccc(NC(=O)OC)cc2)c(O)c2ccccc21	15%	1%	-5%	0%	2%
27	O=C(COC(=O)c1cccc(Cl)c1Cl)NCc1cccs1	7%	-7%	?	14%	13µM*
28	CCCCCC(=O)NNC(=O)Nc1ccccc1	5%	2%	-5%	-2%	-6%
29	Cc1sc(N)nc1-c1ccccc1	6%	4%[7.66 µM]	0%	0%	-2%
30	CC(=O)N/N=C(\C)CC(=O)Nc1cccc2c1CCCC2	0%	-3%	0%	4%	20%

no.	HT1080NT lethal	HEK293 tox	KB-3-1 tox	KB-V1 MDR tox
16	-11%	-1%	17%	-26%
17	-5%	4%	1%	-3%
18	-3%	64%[activator]	2%	-29%
19	5%[9.24 µM]	-19%	26%	0%
20	0%	1%	-6%	-15%
21	-1%	-14%	9%	24%
22	10%	-14%	2%	10%
23	?	0%	?	?
24	/	-3%	15%	-2%
25	0%	1%	3%	-2%
26	5%	-6%	-16%	-11%
27	8%	-8%	1%	6%
28	5%	-7%	-6%	-1%
29	1%	10%[7.66 µM]	-2%	4%
30	2%	5%	8%	2%

# Additional records
no.	Molecule	HT1080 IDH1KD tx	GLP1R inv ag	SW480 rereplic	GLP1R ag	TDP43 rescue
31	COc1ccccc1N1CCN(C(=S)Nc2ccc(F)cc2)CC1	1%	?	-5%	-4%	4%
32	O=C(OC(C(=O)NC1CCCC1)c1cccnc1)C1=Cc2ccccc2OC1 (stereo not given)	16%	0%	-2%	-3%	8%
33	CCOP(=O)(OCC)C(O)c1cc(OC)c(OC)c(OC)c1 (stereo not given)	1%	2%	2%	-1%	-8%
34	COc1ccc(C(=O)NC2CC2)cc1OC1CCN(Cc2ccc(F)cc2Cl)CC1	-12%	10µM*	4%	-5%	-7%
35	CC(C)(C)OC(=O)C[C@H]1C/C=C\C[C@H](CC(=O)N[C@H](CO)Cc2ccccc2)C(=O)N2CCC[C@H]2COC1=O	2%	17%	-3%	12%	11%
36	O=C(Nc1nccs1)c1ccc(Br)c(S(=O)(=O)N2CCCC2)c1	-1%	-9%	4%	9%	10%
37	Cn1c(-c2ccccn2)[n+](C)c2ccccc21	-3%	10%	24%	-1%	-8%
38	CCOc1ccc(C(=O)NCCC2=CCCCC2)cc1OCC	5%	?	3%	25%	-4%
39	Cc1cccc(OCC(=O)NCC(c2ccco2)N2CCCC2)c1 (stereo not given)	1%	19%	-7%	-12%	1%
40	C=C(C)/C=N/NC(=S)Nc1ccc(S(=O)(=O)N2CCOCC2)cc1	-10%	36%[activator]	-70%[inhibitor]	10%	20%
41	CCC(C)NC(=S)Nc1ccc(F)cc1 (stereo not given)	4%	?	-13%	0%	8%

no.	HT1080NT lethal	HEK293 tox	KB-3-1 tox	KB-V1 MDR tox
31	-1%	5%	-8%	0%
32	1%	2%	-6%	-11%
33	-5%	-3%	-1%	8%
34	-3%	?	/	/
35	5%	2%	0%	0%
36	1%	2%	?	?
37	8%	-6%	-14%	0%
38	13%	-2%	1%	6%
39	9%	2%	2%	9%
40	0%	0%	1%	5%
41	5%	0%	-8%	-4%

# An excerpt from above in order of formula weight, lowest first:
no.	Molecule	HT1080 IDH1KD tx	GLP1R inv ag	SW480 rereplic	GLP1R ag	TDP43 rescue
15	COc1ccc(C(C)=O)c2c(O)cccc12	-8%	58%[activator]	15%	22%	11%
37	Cn1c(-c2ccccn2)[n+](C)c2ccccc21	-3%	10%	24%	-1%	-8%
16	COc1nc(NCc2ccco2)nc(NC2CCCCC2)n1	-9%	?	4%	27%	?
38	CCOc1ccc(C(=O)NCCC2=CCCCC2)cc1OCC	5%	?	3%	25%	-4%
39	Cc1cccc(OCC(=O)NCC(c2ccco2)N2CCCC2)c1 (stereo not given)	1%	19%	-7%	-12%	1%
19	NC(=O)c1ccc(NC(=O)COC(=O)c2ccc(Br)o2)cc1	-2%	7%	-10%	-2%	3%
32	O=C(OC(C(=O)NC1CCCC1)c1cccnc1)C1=Cc2ccccc2OC1 (stereo not given)	16%	0%	-2%	-3%	8%
12	COCCOC1CCN(C(=O)C2CCC(=O)N(CCc3ccc(OC)cc3)C2)CC1 (stereo not given)	5%	17%	?	-6%	-6%
21	O=C(CSc1cn(Cc2cccc(F)c2)c2ccccc12)NCc1ccc(F)cc1	?	-30%	-6%	23%	15%

no.	HT1080NT lethal	HEK293 tox	KB-3-1 tox	KB-V1 MDR tox
15	-3%	46%	-1%	3%
37	8%	-6%	-14%	0%
16	-11%	-1%	17%	-26%
38	13%	-2%	1%	6%
39	9%	2%	2%	9%
19	5%[9.24 µM]	-19%	26%	0%
32	1%	2%	-6%	-11%
12	0%	2%	16%	14%
21	-1%	-14%	9%	24%

# From PubChem BioAssay
